From PubChem BioAssay
E coli Lon inh – E. coli protease La inhibition. P0A9M0. purified E. coli Lon protease, fluorescence polarization. inhibition, % at 7.94 µM. hit rate 0.42% among 360,000; in the data active = inhibition above about 13%, passing the limit was not always enough;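 note: 0% = enzyme with probe and DMSO and 100% = no enzyme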
bovine MsrA act – activators of bovine methionine sulfoxide reductase A; hit rate 0.3% among 360,000; AID 602163; purified bovine MsrA, absorbance read-out; activation, % at 10.6 µM; in the data active = activation above about 7.5%;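 note: 0% = vehicle and 100% = reference activator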
MT1-MMP act inh – blocks activation of human MT1-MMP. HT1080 RFP-PRO-GFP cells, GFP/RFP ratio fluorescence, overnight; percent of plate control window, DMSO zero. hit rate 0.061% among 360,000. GFP/RFP ratio change, % at 20 µM;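 active = GFP/RFP ratio change of at least 30% with cell ATP level not reduced by more than half and red fluorescence within 50% of control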; note: strong numbers were not always called active
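Compound: 20 µM single dose, 1% DMSO / System: HT1080 RFP-PRO-GFP cells / Controls: DMSO and RFP-L50D-GFP cell wells / Read-out basis: GFP/RFP fluorescence ratio / Schedule: overnight compound exposure at 37 °C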
Rin1-Abl PPI inh – inhibitors of human Rin1-Abl protein interaction. P00519+Q13671. TR-FRET Rin1/Abl binding, biochemical. inhibition, % at 7.35 µM. hit rate 0.4% among 360,000; in the data active = inhibition above about 5%, passing the limit was not always enough
SKN-1 block – C. elegans SKN-1 inhibition; C. elegans VP596 Pgst-4::GFP/RFP ratio, acrylamide-induced, 24 h; inhibition, % at 21.8 µM; hit rate 0.49% among 360,000;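 active = interference check ratio from 0.5 to 1.5 plus GFP to RFP signal ratio inhibition reaching or exceeding a fixed threshold, cut at about 30% in these data, passing the limit was not always enough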; note: some compounds called inactive have numbers as strong as hits
CendR NRP1 mod – modulators of CendR peptide binding to human neuropilin-1. O14786. FAM-RPARPAR peptide binding to NRP-1, fluorescence polarization. inhibition, % at 25 µM. hit rate 0.85% among 360,000;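 active = inhibition or corrected inhibition above about 18%, plus a signal ratio from 0.5 to 1.5, limit read from the data, passing the limit was not always enough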; note: strong numbers were not always called active
Neddyl block – cullin neddylation inhibition | hit rate 0.58% among 360,000 | P61081+Q13564 | calls only at 25 µM | TR-FRET cullin neddylation, biochemical | AID 651699; in the data active = inhibition above about 36%
PABP1 MLLE inh – inhibitors of microRNA-mediated deadenylation, human PABP1 MLLE binding; GST-MLLE / FITC-PAM2 fluorescence polarization; inhibition, % at 20 µM; P11940; hit rate 0.36% among 360,000; in the data active = inhibition above about 35%, passing the limit was not always enough;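 note: plate controls were DMSO wells with GST-MLLE for no effect and wells lacking GST-MLLE protein for full effect; some results filed as inactive read as strong as hits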
FAS TE block – blocks the thioesterase domain of human fatty acid synthase; recombinant FAS-TE, OMFH fluorogenic substrate, fluorescence endpoint; AID 602261; hit rate 0.67% among 360,000; inhibition, % at 15 µM; P49327;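 active = compounds whose normalised, plate-corrected inhibition of enzyme fluorescence in the single-dose primary screen is 50% or more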;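 note: 0% = DMSO with enzyme and 100% = substrate without enzyme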
Active calls of the source: *; i = inactive. These rows are one share of the data; rates above refer to the full screens.

SMILES	E coli Lon inh	bovine MsrA act	MT1-MMP act inh	Rin1-Abl PPI inh	SKN-1 block	CendR NRP1 mod	Neddyl block	PABP1 MLLE inh	FAS TE block
O=C(CCN1CCN(CCO)CC1)N1c2ccccc2Sc2ccc(C(F)(F)F)cc21	-2	-3	2	0	17	-9	i	2	1
